HUVEC tox TNFa = HUVEC cytotoxicity counter-screen, TNF alpha stimulated | HUVEC TNFalpha-stimulated, Hoechst cell count, imaging | cell count reduction, % at 2 µM | actives 0.17% (n = 93,000) | AID 848;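 active = cell count reduction exceeding the screen mean by over 5 SD, scaled to untreated wells per plate, cut at about 78% in these data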;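 note: cells counted after 24 h of TNF alpha exposure following the 1 h pretreatment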
CYP2C19 act = activators of human cytochrome P450 2C19. activation factor at 5 µM. recombinant CYP2C19, luciferin-H EGE luminescence; stronger effect = higher value; 0 = fully inhibited enzyme, 1 = untreated enzyme. 96,000 tested, under 10 active. AID 1025;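 active = activation factor of at least 2 at 5 µM in the primary screen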;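 note: 0 = wells with 2.5 mM tranylcypromine and 1 = vehicle-only wells; values of inactives mirror those of a sister screen read the other way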
CYP2C19 inhib = inhibitors of human CYP2C19; P33261; CYP2C19 Supersomes, luciferin-H EGE luminescence, 30 min; inhibition, % at 5 µM; actives 21% (n = 96,000);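 active = CYP2C19 inhibition above a set limit at 5 µM in the primary screen, cut at about 50% in these data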;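 note: plate controls were negative control wells for no effect and 2.5 mM tranylcypromine positive control for full effect; values of inactives mirror those of a sister screen read the other way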
Candida biofilm = kills Candida albicans biofilms; C. albicans biofilm + clotrimazole, Alamar Blue; actives 0.14% (n = 85,000); inhibition, % at 6 µM;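 active = inhibition above 20%; inactive = inhibition below 20%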;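 note: preformed 24 hr biofilms exposed to compound for 48 hr; 0% = biofilm without compound and 100% = blank killed by clotrimazole plus chlorhexidine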
CYP2C9 activ = increases human cytochrome P450 2C9 activity; P11712; recombinant CYP2C9, luciferin-H conversion, luminescence; stronger effect = higher value; factor 1 = untreated enzyme, 0 = blocked; activation factor at 5 µM; actives 1.4% (n = 96,000); AID 1024;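 active = activation factor of 2 or more for CYP2C9 at a 5 µM dose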;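 note: 0 = sulfaphenazole-blocked wells and 1 = vehicle-only wells; values of inactives mirror those of a sister screen read the other way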
VCAM1 TNFa inh = reduces TNF alpha induced VCAM1 expression in HUVEC; AID 802; actives 0.48% (n = 95,000); inhibition, % at 2 µM; HUVEC TNFa-induced VCAM-1 immunofluorescence, high-content imaging;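 active = inhibition above the batch mean plus 3 SD, with images confirmed as a hit by eye, cut at about 37% in these data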;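 note: 0% = TNF-stimulated DMSO wells and 100% = unstimulated control wells; not every result past the cut was called active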
hDAT+cocaine = human DAT dopamine uptake with cocaine, either direction | LLC-PK1 hDAT cells, [14C]-dopamine uptake with cocaine IC80; actives deviate in either direction | B-score at 10 µM | actives 1.3% (n = 110,000) | AID 449768;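 active = Z score or B-score, a plate-position-corrected score, falls beyond the plate's 99.7% confidence bounds, in either direction; inactive = both scores lie inside the 99.7% bounds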;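 note: scored against the spread of the other compound wells on the same plate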
Target sequence (Q01959 whole entry, looked up): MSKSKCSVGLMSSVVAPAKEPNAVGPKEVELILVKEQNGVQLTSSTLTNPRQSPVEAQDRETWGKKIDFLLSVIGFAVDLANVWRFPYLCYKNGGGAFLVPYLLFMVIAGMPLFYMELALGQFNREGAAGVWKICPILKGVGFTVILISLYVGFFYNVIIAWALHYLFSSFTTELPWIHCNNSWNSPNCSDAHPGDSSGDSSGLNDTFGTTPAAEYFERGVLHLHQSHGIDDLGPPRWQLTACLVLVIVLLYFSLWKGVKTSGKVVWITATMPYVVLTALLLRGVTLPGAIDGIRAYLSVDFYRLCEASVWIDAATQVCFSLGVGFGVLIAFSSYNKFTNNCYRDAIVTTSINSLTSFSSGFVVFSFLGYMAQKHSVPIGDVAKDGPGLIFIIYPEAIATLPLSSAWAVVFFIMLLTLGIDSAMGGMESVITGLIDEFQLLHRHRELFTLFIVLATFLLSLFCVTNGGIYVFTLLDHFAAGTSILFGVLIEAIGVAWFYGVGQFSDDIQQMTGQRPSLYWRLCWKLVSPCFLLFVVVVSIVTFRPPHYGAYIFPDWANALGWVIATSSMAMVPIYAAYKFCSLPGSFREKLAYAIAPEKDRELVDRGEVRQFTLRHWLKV
CYP2C9 inhib = inhibitors of human CYP2C9 | CYP2C9 Supersomes, luciferin-H conversion, luminescence | inhibition, % at 5 µM | actives 20% (n = 96,000) | P11712;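 active = blocking of liver enzyme CYP2C9 beyond about 50% at 5 µM, limit read from the data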; note: values of inactives mirror those of a sister screen read the other way
HUVEC tox IL1B = toxic to HUVEC cells under IL-1B stimulation | HUVEC cell count loss, Hoechst imaging, IL-1B stimulated | cell count reduction, % at 2 µM | actives 0.41% (n = 94,000);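 active = cell count reduction more than 3 SD above the screen-wide mean, cut at about 70% in these data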;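 note: normalized per plate to untreated control cells as the no-loss baseline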
* marks the source's active call; other numbers are inactive results; . = not tested or not shown.

Results follow in this order: HUVEC tox TNFa	CYP2C19 act	CYP2C19 inhib	Candida biofilm	CYP2C9 activ	VCAM1 TNFa inh	hDAT+cocaine	CYP2C9 inhib	HUVEC tox IL1B
1: N=C1C(c2nc(-c3ccc(F)cc3)cs2)=C(O)CN1CCCN1CCOCC1
→ -28	0.9	12	1	0.6	-19	0.75	36	-52
2: Brc1ccc(-c2noc(COc3ccc4ccccc4c3)n2)o1
→ -6	0.9	14	13	1.1	8	0.27	-12	2
3: CCc1ccc(NC(=O)c2cc(-c3ccc(OC)cc3)on2)cc1
→ -16	1	-4	1	0.9	7	-0.39	14	4
4: Cc1ccc(NC(=O)CN(c2ccc3c(c2)OCO3)S(=O)(=O)c2c(C)n[nH]c2C)cc1
→ -28	.	.	-4	.	8	-0.66	.	-9
5: O=[N+]([O-])c1ccc(O)c(-c2nn[nH]n2)c1
→ -17	0.3	70*	.	0.2	-2	-0.38	83*	5
6: CN(C)c1ccc(N2CN=C3SCC(=O)N3C2)cc1
→ 4	0.9	13	3	0.9	8	0.13	10	4
7: CCOC(=O)C(Sc1ncc(C#N)c(N)n1)C(C)C (stereo unspecified)
→ 2	0.5	52*	.	0.7	20	-0.43	25	19
8: NC(=O)C1(N2CCCCC2)CCN(C(=S)Nc2ccc(Cl)cc2)CC1
→ 5	0.3	71*	.	0.8	10	1.6	20	-12
9: CCOc1ccc(NC(=O)C2CC(=O)NC(N3CCc4ccccc43)=N2)cc1 (stereo unspecified)
→ -6	1	-2	-1	0.8	-1	-0.3	21	-30
10: CC(=O)c1c(N(C)C)ccnc1C(F)(F)F
→ .	1	4	1	1	.	.	1	.
11: Cc1cc(C)c2c(n1)sc1c(N3CCN(CCO)CC3)ncnc12
→ -16	1	2	3	1	-48	1	-1	-14
12: COc1ccc(S(=O)(=O)N(C(C)=O)c2ccc3oc(=O)sc3c2)cc1
→ -32	0.7	34	6	1.3	-1	0.0033	-34	-8
13: CC(C)CC(C(=O)NCC1CCCO1)N(C(=O)Cn1nnc(-c2ccc(F)cc2)n1)c1cccc(C(F)(F)F)c1 (stereo unspecified)
→ .	0.6	40	.	0.6	-5	-0.43	40	8
14: O=C(c1cc(S(=O)(=O)N2CCCCC2)c(Cl)cc1N1CCOCC1)N1CCOCC1
→ -7	1	1	5	0.8	-7	-1.1	18	2
15: CCc1nnc(NC(=O)C2CCCN2S(=O)(=O)c2ccc(F)cc2)s1 (stereo unspecified)
→ -41	0.2	76*	10	0.1	2	-0.37	86*	-18
16: CC(=O)N(C)c1nnc(-c2ccccn2)s1
→ -7	.	.	6	.	-23	0.45	.	-21
17: Cc1nn(Cc2ccccc2Cl)c(C)c1N
→ -28	0.3	75*	13	0.9	-10	.	8	9
18: CC(C)n1c(SCC(=O)Nc2ccccc2N2CCOCC2)nc2c1c(=O)n(C)c(=O)n2C
→ -15	.	.	-9	.	15	-0.93	.	-18
19: Cc1nnc(N2C(=O)C(O)=C(C(=O)c3ccco3)C2c2ccc(C(C)(C)C)cc2)s1 (stereo unspecified)
→ -13	.	.	2	.	-32	0.0068	.	-7
20: COc1ccc(CN(Cc2cc3cccc(C)c3[nH]c2=O)C(=O)N(C)C)cc1
→ -8	0.8	25	5	0.7	9	-0.059	31	-79

Reprinted from the part before: 2 entries, then new ones.
Results follow in this order: HUVEC tox TNFa	CYP2C19 act	CYP2C19 inhib	Candida biofilm	CYP2C9 activ	VCAM1 TNFa inh	hDAT+cocaine	CYP2C9 inhib	HUVEC tox IL1B
19: Cc1nnc(N2C(=O)C(O)=C(C(=O)c3ccco3)C2c2ccc(C(C)(C)C)cc2)s1 (stereo unspecified)
→ -13	.	.	2	.	-32	0.0068	.	-7
20: COc1ccc(CN(Cc2cc3cccc(C)c3[nH]c2=O)C(=O)N(C)C)cc1
→ -8	0.8	25	5	0.7	9	-0.059	31	-79
21: CCOC(=O)N/N=C/c1ccc(C)o1
→ -2	0.9	5	.	1	-10	-0.44	1	-12
22: CC(=O)c1ccc(N2CCN(C(=O)c3ccc(OCc4c(C)noc4C)cc3)CC2)cc1
→ -12	1	-1	-1	0.6	18	-0.54	41	0
23: Cn1c(SCC(=O)N2CCOCC2)nnc1-c1cnccn1
→ -9	1	2	-5	1	-1	-1.8	0	26
24: CCCOc1ccc(C(CC(=O)O)NC(=O)c2ccc3c(c2)OCO3)cc1 (stereo unspecified)
→ -23	1	-1	.	0.9	-6	-1	13	15
25: COc1ccccc1N1CCN(C(=O)c2ccc3nc(-c4ccco4)c(-c4ccco4)nc3c2)CC1
→ -14	.	.	10	.	18	0.41	.	-3
26: COC(=O)c1ccc(-n2nnnc2SCC(=O)Nc2ccccc2OC)cc1
→ 28	0.9	14	4	0.8	9	-0.89	15	16
27: Cc1cc(C)n(-c2cc(N3CCN(S(=O)(=O)c4ccc5ccccc5c4)CC3)ccc2[N+](=O)[O-])n1
→ -17	0.7	33	.	0.8	-16	-0.065	23	-3
28: Cc1nn(CC(=O)O)c(C)c1C
→ 5	0.9	9	2	1.1	-21	-0.35	-8	0
29: C/C(=N\NS(=O)(=O)c1ccc(Cl)c([N+](=O)[O-])c1)c1cc2ccccc2o1
→ -18	0	97*	.	0	-4	-0.53	100*	-10
30: CCOC(=O)C(Cc1ccccc1)C(=O)Nc1ccccc1C (stereo unspecified)
→ 1	0.6	42	.	0.8	1	0.54	21	-10
31: Cc1ccccc1CSCC(Nc1ccc(C(=O)O)cc1[N+](=O)[O-])C(=O)O (stereo unspecified)
→ -11	1	-2	1	0.3	-9	-0.52	69*	.
32: Cc1c(O)cc2n(c1=O)-c1ccccc1C2(C)C
→ 5	.	.	7	.	10	0.52	.	35
33: CCOC(=O)N1CCN(C(=O)Nc2ccccc2Cl)CC1
→ 16	0.8	16	2	1	27	-0.6	-5	-5
34: CCC(=O)Nc1ccc(Nc2ccccc2)cc1
→ -11	0.8	16	-2	0.9	9	1.9	6	2
35: Cc1c(CN(C)C(=O)c2ccc(Br)o2)cnn1C
→ 9	.	.	11	.	-7	-0.014	.	23
36: Cc1cc(NC(=O)CSc2ccc(Cl)cc2)no1
→ 4	0.6	39	0	0.7	3	0.24	26	-8
37: O=C(NC1CCCCC1)C1CCN(c2nccs2)CC1
→ -36	0.9	6	6	1.4	-2	-1.7	-42	-22
38: Cc1ccc(C(c2nnnn2CCc2ccccc2)N2CCC(C)CC2)cc1 (stereo unspecified)
→ -4	.	.	7	.	3	0.82	.	16
39: CCN1C(=O)N(c2cccc3ccccc23)C(C)=CC1(C)C
→ 3	0.8	20	5	0.9	-2	0.066	7	-5
40: CCOCC(=O)Nc1nnc(Cc2ccc(OC)cc2)s1
→ -20	.	.	6	.	1	0.91	.	-8

Complete entries, looked up by structure. Screens in order: HUVEC tox TNFa, CYP2C19 act, CYP2C19 inhib, Candida biofilm, CYP2C9 activ, VCAM1 TNFa inh, hDAT+cocaine, CYP2C9 inhib, HUVEC tox IL1B
Listed for `O=C(NC1CCCCC1)C1CCN(c2nccs2)CC1` = -36, 0.9, 6, 6, 1.4, -2, -1.7, -42, -22
Listed for `CCC(=O)Nc1ccc(Nc2ccccc2)cc1` = -11, 0.8, 16, -2, 0.9, 9, 1.9, 6, 2

(continued)
Results follow in this order: HUVEC tox TNFa	CYP2C19 act	CYP2C19 inhib	Candida biofilm	CYP2C9 activ	VCAM1 TNFa inh	hDAT+cocaine	CYP2C9 inhib	HUVEC tox IL1B
41: O=C(CCc1ccc(S(=O)(=O)N2CCOCC2)cc1)N1CCN(Cc2ccc3c(c2)OCO3)CC1
→ -8	0.6	39	4	0.2	0	.	77*	-8
42: CS(=O)(=O)N1CCc2cc(S(=O)(=O)Nc3ccc4oc5c(c4c3)CCCC5)ccc21
→ .	0	96*	9	0.1	-9	0.56	93*	-22
43: O=C(c1ccccc1)c1nnc(-c2ccncc2)o1
→ -8	0.3	71*	6	0.8	-4	-0.14	19	4
44: CC(C1CC2CCC1C2)n1c(COc2ccccc2F)nnc1SCC(N)=O (stereo unspecified)
→ 1	1.1	-13	-1	1.1	4	0.14	-9	1
45: C=CCSC1=C(C#N)C(c2cc(Br)c(O)c(OC)c2)CC(=O)N1 (stereo unspecified)
→ -26	0.3	68*	1	0.6	7	1	39	-10
46: CCCS(=O)(=O)NCc1cn2c(C)csc2n1
→ -20	1.1	-5	-2	1.2	15	-0.69	-20	-6
47: COc1cccc(NC(=O)CSc2nncn2N)c1
→ -7	0.9	6	9	1	9	-1.4	-3	-6
48: CCOc1ccc2oc(-c3ccccc3)c(C(=O)N(C)C)c2c1
→ -10	0.8	19	3	0.6	4	0.61	44	-8
49: CCOC(=O)c1cccc(NC(=O)CSc2nnc(-c3ccoc3C)n2CC)c1
→ -44	0.6	43	12	0.3	-1	-0.13	70*	20
50: COc1cccc(C2C(C(=O)Nc3cccnc3)=C(C)Nc3nnnn32)c1OC (stereo unspecified)
→ -19	1	0	0	1	8	0.079	2	11
51: CC1CC(NC(=O)C2(C)CC2(Cl)Cl)CC(C)(C)C1 (stereo unspecified)
→ -37	0.9	7	.	1	1	-0.099	4	13
52: O=C(Nc1ccccc1)N(Cc1cccnc1)Cc1ccco1
→ .	0.2	76*	7	0.6	-2	-0.084	36	19
53: CCOC(=O)c1c(NC(=O)C(C)NCc2ccco2)sc2c1CCC(C)C2 (stereo unspecified)
→ -17	0.8	25	.	0.6	14	-0.25	37	7
54: O=C(CN1CCOCC1)N/N=C/c1cc2ccccc2nc1Cl
→ 6	0.8	19	.	1	-7	0.73	3	-16
55: COC(=O)Nc1ccc(C)cc1NC(=O)OC
→ -8	1.1	-9	3	1.1	10	0.049	-7	-17
56: COc1cc(-c2noc(CCC(=O)Nc3cccnc3)n2)cc(OC)c1OC
→ 2	0.9	13	11	0.6	7	0.65	37	9
57: COc1cccc(-c2nnn(CCc3nn[nH]n3)n2)c1
→ -21	.	.	7	.	-15	-0.89	.	-31
58: COc1ccccc1-n1nc(C(=O)O)c2ccccc2c1=O
→ .	1	-3	1	1.1	.	-0.3	-8	.
59: CC(C)Oc1ccc(C2CNC(=O)C2)cc1 (stereo unspecified)
→ 6	1.1	-11	2	1	-5	-0.29	2	-3
60: O=C1CCCCC1Sc1nnc(Cc2cccs2)n1CCc1ccccc1 (stereo unspecified)
→ .	0.3	68*	6	0.3	.	1.4	70*	.

Source: PubChem
